# Bioassay records (PubChem)
# Platelet DG rel: modulates dense granule release in human platelets. human platelet-rich plasma, SFLLRN dense granule ATP release, luminescence. inhibition, %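 (compounds screened at 7.5 µM in platelet-rich plasma)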. 300,000 tested, 0.22% active;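 active means mean replicate score, as percent of positive control, at or above 50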
# hERG rescue: compounds protecting human hERG from proarrhythmic drug block; Q12809; CHO-hERG, FluxOR thallium flux, dofetilide IC70 present; activation (rescue from dofetilide block), less the hit threshold, % at 10 µM; 310,000 tested, 0.51% active;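 active means activation above the mean of controls blocked by dofetilide plus 5 SD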;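 further: thallium influx through hERG after potassium depolarization seen as dye fluorescence rise; in these data hits start at about 4.7%; inactives centre near -7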
# KCNQ1 inh: blocks the human KCNQ1 potassium channel. B-score at 10 µM. P51787. CHO-K1 KCNQ1, FluxOR thallium flux fluorescence; active compounds read high. 310,000 tested, 1.3% active. AID 2642;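 active means compounds whose thallium flux B-score, printed positive for inhibition, exceeds three library SD while starting fluorescence stays within three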;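 further: channel opened by potassium depolarization with thallium stimulus after 20 min compound exposure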
# TRPC4 inh: TRPC4 (mouse) channel inhibition. HEK293 TRPC4beta/mu-opioid, DAMGO-evoked Fluo4 calcium flux; active compounds read low. Q9QUQ5. B-score at 10 µM. 300,000 tested, 0.39% active;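 active means B-score over 3 SD under the library average, no early fluorescence shift, positive overall ratio signal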
#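 System: stable TRPC4beta/mu-opioid receptor HEK293 cells; Dosing: single-point compound dosing; Measured by: Fluo4 Ca2+ flux fluorescence; Read-out basis: per-well B score of integrated baseline-normalized Fluo4 ratio.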
# DYRK1A inh: inhibitors of rat Dyrk1A kinase. Q63470. ADP-Glo luminescence, NFATc1 peptide. inhibition, % at 12.5 µM. 310,000 tested, 0.43% active. AID 504441; in the data active means inhibition above about 50%;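 further: plate controls were vehicle with enzyme for no effect and no enzyme for full effect; many of its hits are not listed in these tables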
# TRPC4 PAM: allosteric potentiators of mouse TRPC4 channel | Q9QUQ5 | HEK293 TRPC4beta/mu-opioid, DAMGO EC20, Fluo-4 Ca2+ flux; active compounds read high | B-score at 10 µM | 310,000 tested, 0.42% active | AID 2227;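 active means B-score of calcium response area above 5 SD of library B-scores, with initial fluorescence ratio within 5 SD of library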;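 further: B-score of integrated fluorescence ratio over time as area under calcium response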
# PolyA inhibitor: yeast polyadenylation inhibition. S. cerevisiae SKY197-pL101 polyadenylation reporter, beta-gal luminescence; efflux-impaired pdr1/pdr3 knockout yeast; score 100 = 6 SD above DMSO. calls only at 12 µM. 300,000 tested, 0.02% active;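 active means lowest replicate activity score at least 50, where 100 means six control SD above control mean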;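 further: yeast exposed to compound for 9 h at 30 °C; higher score means more reporter readthrough which indicates perturbed polyadenylation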
# TRPC4 agonist: opens the mouse TRPC4 cation channel; Q9QUQ5; B-score at 10 µM; HEK293 TRPC4beta/mu-opioid, Fluo4 calcium fluorescence; active compounds read high; AID 2237; 310,000 tested, 0.49% active;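 active means B-score above 5 SD of library B-scores, and initial fluorescence ratio not above library mean plus 5 SD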;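 further: positive B-score marks a calcium rise read as TRPC4 activation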
#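 Technique: kinetic Fluo4 calcium fluorescence; Test system: TRPC4beta and mu-opioid receptor HEK293 stable cells; Measure: B-scored integrated calcium fluorescence ratio; Benchmarks: low control buffer alone, high control maximal DAMGO; Schedule: 45 min room-temperature Fluo4 loading, 110 s read.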
# KCNQ1 act: potentiators or activators of human KCNQ1 potassium channel; P51787; CHO-K1 KCNQ1, thallium flux FluxOR fluorescence; active compounds read high; B-score at 10 µM; 310,000 tested, 0.35% active;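 active means fluorescence ratio B-score, a plate-corrected score, at least three library SD, with initial intensity B-score within 5 SD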
#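 Assay system: CHO-K1 cells stably expressing KCNQ1; Medium: assay buffer with matched DMSO; Also added: K+/Tl+ depolarizing stimulus; Dosing: single dose; Timing: dye 90 min, compound 20 min, room temperature; Measured by: kinetic FluxOR thallium fluorescence, 10-s 1-Hz baseline, 110-s post-stimulus read; Read-out: peak-minus-minimum fluorescence over initial fluorescence, negative-control normalized, B-scored.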
# KCNK3 inh: human KCNK3 channel inhibition, primary screen. O14649. CHO-KCNK3 thallium flux, FluxOR fluorescence; active compounds read low. B-score at 10 µM. 340,000 tested, 0.84% active;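 active means B-score under library mean minus 4 SD, starting fluorescence ratio at most library mean plus 5 SD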;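 further: more negative B-score means stronger inhibition of thallium flux through KCNK3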
# Target sequence (O14649 whole entry, looked up): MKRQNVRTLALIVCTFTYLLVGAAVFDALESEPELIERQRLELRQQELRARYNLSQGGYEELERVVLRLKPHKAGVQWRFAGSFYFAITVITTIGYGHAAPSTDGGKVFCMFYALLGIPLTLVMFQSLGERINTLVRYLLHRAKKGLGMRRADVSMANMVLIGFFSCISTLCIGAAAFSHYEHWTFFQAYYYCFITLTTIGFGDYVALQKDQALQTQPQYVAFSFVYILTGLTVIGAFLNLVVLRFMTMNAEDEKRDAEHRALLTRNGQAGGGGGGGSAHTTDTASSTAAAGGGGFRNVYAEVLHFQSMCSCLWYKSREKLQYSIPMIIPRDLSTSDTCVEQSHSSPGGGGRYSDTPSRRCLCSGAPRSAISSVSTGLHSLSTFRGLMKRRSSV
# KCNK9 inh: inhibitors of human KCNK9 two-pore domain potassium channel | Q9NPC2 | HEK293 KCNK9, FluxOR thallium flux fluorescence; active compounds read low | B-score at 10 µM | 310,000 tested, 1.2% active;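 active means ratio B-score over 3 SD below the library mean, with starting fluorescence within 5 SD of its mean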;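 further: negative B-score means less thallium flux so channel inhibition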
# Target sequence (Q9NPC2 whole entry, looked up, the tested form may be a part): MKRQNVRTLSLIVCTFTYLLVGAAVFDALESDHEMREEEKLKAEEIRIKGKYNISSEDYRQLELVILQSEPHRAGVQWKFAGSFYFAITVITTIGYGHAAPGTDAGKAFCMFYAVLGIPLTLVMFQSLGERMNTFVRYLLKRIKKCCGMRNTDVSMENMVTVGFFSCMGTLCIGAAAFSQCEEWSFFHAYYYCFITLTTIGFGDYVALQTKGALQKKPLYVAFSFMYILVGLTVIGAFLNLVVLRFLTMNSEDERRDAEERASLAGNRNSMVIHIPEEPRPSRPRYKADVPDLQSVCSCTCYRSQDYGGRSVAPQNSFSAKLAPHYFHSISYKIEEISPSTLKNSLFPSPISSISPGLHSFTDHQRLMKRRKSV
# * marks the source's active call; other numbers are inactive results; i = inactive; / = not tested or not shown. The list is partial; the hit share may differ from the screen's.
Compound,Platelet DG rel,hERG rescue,KCNQ1 inh,TRPC4 inh,DYRK1A inh,TRPC4 PAM,PolyA inhibitor,TRPC4 agonist,KCNQ1 act,KCNK3 inh,KCNK9 inh
COC(=O)c1sccc1NC(=O)CSc1ccccc1NS(=O)(=O)c1cc(Cl)ccc1Cl,0.7,-1.5,i,i,1.5,i,i,i,12*,i,i
COc1ccc(CCNC(=O)C23CCC(C)(C(=O)O2)C3(C)C)cc1OC (stereo not given),0.7,-7.5,i,i,2.9,i,i,i,i,i,i
O=C1CN(C(=O)COC(=O)CNS(=O)(=O)c2ccccc2)c2ccccc2N1,-2.4,-10.8,i,i,-4.1,i,i,i,i,i,i
Cc1cc(NS(=O)(=O)c2ccc(NC(=O)/C=C/c3c(F)cccc3Cl)cc2)no1,11.0,-5.1,i,i,11.8,i,i,i,i,i,i
CCNC(=S)N1CCC(C(=O)c2ccc(Cl)cc2)CC1,-0.9,-1.6,i,i,2.0,i,i,i,i,i,i
Brc1ccc(C2=Nn3cnnc3SC2)cc1,-3.9,-7.3,i,i,-5.4,i,i,i,i,i,i
Nc1nc(Nc2cccc(Cl)c2)n[nH]1,-10.3,-4.0,i,i,/,i,i,i,i,i,i
COc1ccc(NC(=S)N2CCN(Cc3cccc(F)c3)CC2)c(OC)c1,11.4,-23.7,i,i,-2.1,i,i,i,i,i,i
COc1ccc(C(=O)NC2CCN(C(=S)Nc3cc(C)ccc3C)CC2)cc1,-1.2,-0.1,i,i,0.1,i,i,i,i,i,i
O=C(CN1CCN(S(=O)(=O)c2ccc(Br)cc2)CC1)N/N=C/c1cc([N+](=O)[O-])ccc1Cl,-7.8,-8.3,i,i,-5.3,i,i,i,i,i,i
CC(C)(C)c1ccc(-n2ncc3c2CCCC3NC(=O)CN2CCOC2=O)cc1 (stereo not given),0.6,-13.7,i,i,-0.4,i,i,i,i,i,i
Cc1cc(COc2ccccc2O)on1,-7.4,-7.6,i,i,4.4,i,i,i,i,i,i
Cc1nc(N2CCN(Cc3ccccc3)CC2)[nH]c(=O)c1C,-0.2,-10.5,i,i,2.3,i,i,i,i,i,i
Cn1nc(C(=O)N2CCN(S(=O)(=O)c3ccccc3)CC2)c2ccccc2c1=O,1.5,-3.9,i,i,-6.1,i,i,i,i,i,i
C=CCSc1nnc(NC(=O)CN2C(=O)NC3(CCCC3)C2=O)s1,-4.0,-10.3,i,i,/,i,i,i,i,i,i

# Carrying on:
Compound,Platelet DG rel,hERG rescue,KCNQ1 inh,TRPC4 inh,DYRK1A inh,TRPC4 PAM,PolyA inhibitor,TRPC4 agonist,KCNQ1 act,KCNK3 inh,KCNK9 inh
CCN(CC)c1ccc(NC(=O)COC(=O)CSc2ccc(Br)cc2C)cc1,1.3,-7.2,i,i,-7.9,i,i,i,i,i,i
Cc1cc(NC(=O)CCSc2nc(-c3ccco3)cc(C(F)(F)F)n2)no1,-1.3,-7.1,i,i,6.5,i,i,i,i,i,i
Cc1ccc(Oc2nc(-c3cccnc3)nc3ccccc23)c([N+](=O)[O-])n1,-6.3,-13.0,i,i,/,i,i,i,i,i,i
O=C(O)c1ccc(N2C(=O)CC(SC(=Nc3ccccc3)Nc3ccccc3)C2=O)cc1 (stereo not given),10.6,-5.0,i,i,-5.5,i,i,i,i,i,i
COc1ccc(C(=O)N(CN2CCCC2=O)c2ccccc2OC)cc1OC,-2.3,-6.5,i,i,-2.0,i,i,i,i,i,i
Cc1[nH]c2ccc(-c3n[nH]c(=S)n3-c3ccccc3)cc2c1C,-15.6,-6.2,i,i,-5.3,i,i,i,i,i,i
COc1ccc(C(C#N)N2N=C(C)CC2c2ccccc2)cc1 (stereo not given),-4.8,-5.8,i,i,-0.9,i,i,i,i,i,i
COc1ccc(NC(=O)c2cc(OC)c(OC)c(OC)c2)cn1,-2.9,0.5,i,i,-0.3,i,i,i,i,i,i
C#Cc1ccc([C@@H]2C=C(C(=O)NCc3ccccc3)O[C@H](OCc3ccc(CO)cc3)C2)cc1,0.8,-24.1,i,i,-0.3,i,i,i,i,i,i
Cc1ccc(S(=O)(=O)N(C)C)cc1NC(=O)COC(=O)c1ccc2c(c1)NC(=O)CS2,-2.6,-13.4,i,i,2.1,i,i,i,i,i,i
CC(C)Oc1ccc(/C(O)=C2/C(=O)C(=O)N(CCN3CCNCC3)C2c2cccc([N+](=O)[O-])c2)cc1 (stereo not given),-11.8,-8.4,i,i,6.0,i,i,i,i,i,i
CCOc1c(Br)cc(C2NC(=O)CCC2[N+](=O)[O-])cc1OC (stereo not given),-8.4,-5.1,i,i,-2.1,i,i,i,i,i,i
COc1c(F)c(F)c(C(=O)Nc2ccc(NC(=O)Cc3ccccc3)cc2)c(F)c1F,7.6,-8.8,i,i,1.4,i,i,i,i,i,i
CC(C)(CNC(=O)c1ccc(S(=O)(=O)N2CCCC2)cc1)N1CCOCC1,12.4,-11.3,i,i,/,i,i,i,i,i,i
COc1ccc(C2C3=C(Nc4ncnn42)c2ccccc2CCC3)cc1 (stereo not given),-8.2,1.9,i,i,-5.1,i,i,i,i,i,i

# The list continues:
Compound,Platelet DG rel,hERG rescue,KCNQ1 inh,TRPC4 inh,DYRK1A inh,TRPC4 PAM,PolyA inhibitor,TRPC4 agonist,KCNQ1 act,KCNK3 inh,KCNK9 inh
O=C(Nc1ccccn1)c1ccc2c(c1)OCO2,11.0,-3.8,i,i,0.4,i,i,i,i,i,i
Cc1cc(NCc2ccccn2)nc2ccccc12,13.9,-4.9,i,i,2.7,i,i,i,i,i,i
C=CCOC(=O)C(C#N)c1nc2ccccc2nc1N1CCN(c2ccccc2OCC)CC1 (stereo not given),-11.7,-8.6,i,i,-3.5,i,i,i,i,i,i
CN1C(N)=NC(=O)/C1=C/c1ccc(F)cc1,-3.1,-8.9,i,i,/,i,i,i,i,i,i
CCN(C(=O)COC(=O)c1cc([N+](=O)[O-])ccc1N1CCOCC1)C1CCS(=O)(=O)C1 (stereo not given),2.1,1.1,i,i,-1.9,i,i,i,i,i,i
COC(=O)c1oc2c(c1C)C(=O)CCC2,21.4,1.8,i,i,/,i,i,i,i,i,i
CC1CCCN(C(=S)NCCc2ccccc2)C1 (stereo not given),-2.4,-7.9,i,i,-0.1,i,i,i,i,i,i
C1CCC(NC2=NCCC2)CC1,-2.4,-14.4,i,i,-1.4,i,i,i,i,i,i
Cc1ccc(-n2ncc3c(NNC(=O)c4cccs4)ncnc32)cc1,-4.8,5.7*,i,i,1.5,i,i,i,i,i,i
Cc1ccccc1-n1c(=O)c2c(n3cnnc13)-c1ccccc1CC21CCCCC1,-3.9,-16.5,i,i,10.5,16*,i,i,i,i,i
CC(C)NC(=O)N(Cc1ccccc1)Cc1cccs1,-7.1,-5.2,i,i,2.4,i,i,i,i,i,i
O=C(c1cccc(F)c1)N1CCCC(C(=O)N2CCCCC2)C1 (stereo not given),-13.8,-8.4,i,i,2.9,i,i,i,i,i,i
CCCCCn1c(=O)[nH]c2cc(C(=O)NCCN3C(C)CCCC3C)ccc2c1=O (stereo not given),-12.4,-14.6,i,i,-3.6,i,i,i,i,i,i
CCN1CCCC1CN(Cc1cc2cc(OC)ccc2[nH]c1=O)C(=O)NCc1ccccc1 (stereo not given),1.6,-3.8,i,i,6.6,i,i,i,i,i,i
O=C(NCCc1ccccc1)c1cccc(Br)c1,-11.7,-5.9,i,i,4.6,i,i,i,i,i,i

# Profiles as entered above. Order of screens: Platelet DG rel | hERG rescue | KCNQ1 inh | TRPC4 inh | DYRK1A inh | TRPC4 PAM | PolyA inhibitor | TRPC4 agonist | KCNQ1 act | KCNK3 inh | KCNK9 inh
# Record of O=C(NCCc1ccccc1)c1cccc(Br)c1 → -11.7 | -5.9 | i | i | 4.6 | i | i | i | i | i | i
# Record of Cc1ccc(-n2ncc3c(NNC(=O)c4cccs4)ncnc32)cc1 → -4.8 | 5.7* | i | i | 1.5 | i | i | i | i | i | i
# Record of Cc1ccccc1-n1c(=O)c2c(n3cnnc13)-c1ccccc1CC21CCCCC1 → -3.9 | -16.5 | i | i | 10.5 | 16* | i | i | i | i | i
# Record of O=C(Nc1ccccn1)c1ccc2c(c1)OCO2 → 11.0 | -3.8 | i | i | 0.4 | i | i | i | i | i | i
# Record of C=CCOC(=O)C(C#N)c1nc2ccccc2nc1N1CCN(c2ccccc2OCC)CC1 (stereo not given) → -11.7 | -8.6 | i | i | -3.5 | i | i | i | i | i | i

# Random excerpt: five records from the list
Compound,Platelet DG rel,hERG rescue,KCNQ1 inh,TRPC4 inh,DYRK1A inh,TRPC4 PAM,PolyA inhibitor,TRPC4 agonist,KCNQ1 act,KCNK3 inh,KCNK9 inh
CCN(C(=O)COC(=O)c1cc([N+](=O)[O-])ccc1N1CCOCC1)C1CCS(=O)(=O)C1 (stereo not given),2.1,1.1,i,i,-1.9,i,i,i,i,i,i
C1CCC(NC2=NCCC2)CC1,-2.4,-14.4,i,i,-1.4,i,i,i,i,i,i
CCCCCn1c(=O)[nH]c2cc(C(=O)NCCN3C(C)CCCC3C)ccc2c1=O (stereo not given),-12.4,-14.6,i,i,-3.6,i,i,i,i,i,i
Cc1ccccc1-n1c(=O)c2c(n3cnnc13)-c1ccccc1CC21CCCCC1,-3.9,-16.5,i,i,10.5,16*,i,i,i,i,i
O=C(c1cccc(F)c1)N1CCCC(C(=O)N2CCCCC2)C1 (stereo not given),-13.8,-8.4,i,i,2.9,i,i,i,i,i,i

# (next part)
Compound,Platelet DG rel,hERG rescue,KCNQ1 inh,TRPC4 inh,DYRK1A inh,TRPC4 PAM,PolyA inhibitor,TRPC4 agonist,KCNQ1 act,KCNK3 inh,KCNK9 inh
O=C(Nc1cccc(Cl)c1)Nc1csc([N+](=O)[O-])c1,-14.6,-12.1,i,i,6.9,i,i,i,i,i,i
Cc1ccc(S(=O)(=O)Nc2ccc3c(c2)nc(C)n3C)cc1,1.8,-6.0,i,i,-0.7,i,i,i,i,i,i
O=C(/C=C/c1cccc(O)c1)c1cccnc1,-5.4,-13.5,i,i,-0.6,i,i,i,i,i,i
CCN(CC)S(=O)(=O)c1ccc(N2CCOCC2)c(NC(=O)c2cc([N+](=O)[O-])ccc2Cl)c1,0.0,-5.2,i,i,2.4,i,i,i,i,i,i
